FAK inh – inhibitors of human focal adhesion kinase. Q05397. biochemical FAK kinase activity assay. inhibition, %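 (tested at 7 µM)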. 97,000 tested, 0.84% active. AID 727; in the data active = inhibition above about 19%;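 also: 0% = DMSO and 100% = reference compound high control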
Rev-RRE block – inhibitors of HIV-1 Rev-RRE RNA interaction | Rev peptide-RRE RNA binding, FRET | inhibition, % at 8 µM | 97,000 tested, 0.79% active;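 active = inhibition above the screen-wide mean plus 3 SD, cut at about 35% in these data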;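 also: 0% = median DMSO wells and 100% = median Neomycin B control wells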
Target sequence (P05866 whole entry, looked up): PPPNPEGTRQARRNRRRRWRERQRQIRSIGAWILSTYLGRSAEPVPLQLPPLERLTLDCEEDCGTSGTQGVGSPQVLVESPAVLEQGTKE
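Test system: labelled RRE RNA duplex and labelled Rev peptide. Times: 5 min compound–RNA preincubation, then 15 min with peptide, 25 °C. Doses: single-dose 8 µM. Measured by: FRET, excitation 480 nm, emission 540 nm donor and 671 nm acceptor. Measure: % inhibition of FRET ratio versus controls.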
EphB4 ephrin blk – antagonists of human EphB4-ephrin-B2 interaction | P54760 | EphB4 LBD / TNYL-RAW-Alexa532 peptide, fluorescence polarization | inhibition, % at 7 µM | 97,000 tested, 0.15% active;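 active = inhibition above the screen-wide mean inhibition plus 3 SD, cut at about 15% in these data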;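 also: 0% = DMSO wells and 100% = excess unlabeled TNYL-RAW peptide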
S1P2 ag – activates the human S1P2 receptor. O95136. S1P2-expressing cell line, agonist reporter read-out. activation, % at 4.5 µM. 97,000 tested, 0.46% active; in the data active = activation above about 16%;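 also: 0% = vehicle low control and 100% = maximal reference agonist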
Target sequence (O95136 whole entry, looked up): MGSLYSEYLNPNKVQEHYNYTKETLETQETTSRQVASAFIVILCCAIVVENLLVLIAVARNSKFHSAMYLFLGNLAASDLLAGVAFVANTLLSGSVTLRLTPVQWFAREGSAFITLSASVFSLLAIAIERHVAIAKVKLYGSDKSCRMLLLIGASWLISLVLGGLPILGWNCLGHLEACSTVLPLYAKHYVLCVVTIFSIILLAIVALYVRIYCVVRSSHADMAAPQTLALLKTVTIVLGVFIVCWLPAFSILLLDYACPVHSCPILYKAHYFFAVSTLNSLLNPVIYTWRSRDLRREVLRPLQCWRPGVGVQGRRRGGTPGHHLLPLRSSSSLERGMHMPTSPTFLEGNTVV
MT1-MMP txn act – MT1-MMP promoter transcription activation. HT1080 MT1-MMP promoter luciferase reporter, luminescence, overnight; stronger effect = higher value. activation factor at 10 µM. 86,000 tested, 0.16% active. AID 750;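 active = activation factor of at least 2 for MT1-MMP transcription at 10 µM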
Plk1 PBD FP – Plk1 (human) PBD binding inhibition | Plk1 PBD phosphopeptide binding, fluorescence polarization | P53350 | inhibition, %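 (tested at about 20 µM)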 | 97,000 tested, 0.13% active; in the data active = inhibition above about 34%, passing the limit was not always enough
PLAP act – human PLAP activation; P05187; purified PLAP enzyme, luminescent substrate read-out; stronger effect = higher value; activation fold at 20 µM; 96,000 tested, 1.2% active; AID 696; in the data active = activation fold above about 2
Target sequence (P05187 whole entry, looked up): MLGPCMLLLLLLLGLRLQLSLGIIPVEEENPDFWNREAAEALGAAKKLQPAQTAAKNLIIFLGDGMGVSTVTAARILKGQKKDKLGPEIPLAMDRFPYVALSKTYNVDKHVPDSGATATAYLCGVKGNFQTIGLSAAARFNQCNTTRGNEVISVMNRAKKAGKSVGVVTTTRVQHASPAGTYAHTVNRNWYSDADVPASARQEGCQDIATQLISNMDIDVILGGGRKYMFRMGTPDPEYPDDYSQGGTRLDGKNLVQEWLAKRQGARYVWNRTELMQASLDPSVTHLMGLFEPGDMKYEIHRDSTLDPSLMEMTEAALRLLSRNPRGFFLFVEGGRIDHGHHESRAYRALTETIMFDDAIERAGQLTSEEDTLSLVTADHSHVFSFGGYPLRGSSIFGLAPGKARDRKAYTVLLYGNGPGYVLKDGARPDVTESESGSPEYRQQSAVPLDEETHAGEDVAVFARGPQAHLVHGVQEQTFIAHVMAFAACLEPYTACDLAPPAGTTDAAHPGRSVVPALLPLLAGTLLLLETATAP
S1P2 blocker – antagonists of human S1P2 receptor; O95136; cell-based S1P2 antagonist assay, inhibition at 5 uM; inhibition, % at 5 µM; 97,000 tested, 0.21% active; AID 736; in the data active = inhibition above about 45%;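 also: CRE beta-lactamase reporter cells expressing human S1P2 stimulated with S1P; 0% = agonist at EC80 alone and 100% = agonist plus reference antagonist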
PLK1 kinase inh – PLK1 (human) kinase inhibition. P53350. recombinant PLK1 kinase, TR-FRET peptide phosphorylation. inhibition, % at 10 µM. 97,000 tested, 0.53% active;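 active = inhibition of 50% or more in the single-concentration screen; inactive = inhibition below 50%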;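 also: 0% = DMSO max control and 100% = H-89 dihydrochloride min control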
Numbers without * were called inactive; x = not tested or not shown.

SMILES	FAK inh	Rev-RRE block	EphB4 ephrin blk	S1P2 ag	MT1-MMP txn act	Plk1 PBD FP	PLAP act	S1P2 blocker	PLK1 kinase inh
COc1ccc(CN2CCN(C(=O)C3CC(=O)N(C4CCCCCC4)C3)CC2)c(OC)c1OC (stereo unspecified)	-6	3	-2	-6	1	0	1.6	9	-7
COc1ccc(C(=O)NC2CCN(C(=S)NCc3ccco3)CC2)cc1	5	2	1	-2	x	48	0.9	13	-8
O=C1c2ccccc2C(=O)N1Cc1cc(-c2ccccc2)no1	2	3	4	-6	x	15	1.1	-6	-1
O=C(Nc1cccc2ccccc12)OC1C=CS(=O)(=O)C1 (stereo unspecified)	-1	6	1	1	1.3	-33	x	-17	-14
CN(C)CCCNC(=O)c1ccc(-c2nc(-c3ccc(Cl)cc3)cs2)cc1	-1	-2	3	-2	x	-11	1.5	41	12
O=C(OCC1COc2ccccc2O1)c1c(F)cccc1F (stereo unspecified)	1	6	-7	-3	1.6	-2	0.7	-2	-2
CCCCn1c(SCC(=O)NCc2ccco2)nc2ccccc2c1=O	0	0	3	-1	x	-11	0.8	-4	5
CCCCn1c(=O)cc(O)c2ccccc21	-7	1	-7	-7	x	-14	1	-13	1
COC(=O)c1ccc2c(=O)n(CCN3CCOCC3)c(=S)[nH]c2c1	3	9	-2	-5	1.1	1	0.9	10	-8
CSc1ccccc1NC(=O)CSCc1ccc(Br)cc1	-6	12	6	-3	x	-12	0.9	-30	-10
O=C1CCCc2nc(N3CCCCC3)sc21	1	7	4	-2	1.5	2	0.9	-11	-18
O=C(Nc1ccccc1C(=O)O)c1ccc(NC(=O)c2ccc(Br)o2)cc1	-4	4	3	-2	1.1	-16	1.1	-16	-2
COc1cc(NC(=O)c2ccco2)c(C(=O)O)cc1OC	-8	4	8	-6	1.4	14	1	15	-4
Cc1nc(C(=O)N(C)C)nn1-c1ccc(Cl)cc1Cl	-3	3	-2	-5	x	13	1	14	-10
CN(C)Cc1c(O)ccc2occ(C(=O)c3ccccc3)c12	1	3	-2	-5	1	-4	0.9	1	-10
CCCS(=O)(=O)N1CCN(c2ccccc2F)CC1	2	5	-3	-6	1.2	-13	1.2	21	-10
Cn1c(=O)c2c(SCc3ccccn3)nc(-c3ccccc3)nc2n(C)c1=O	-7	1	-6	-1	1.1	-31	x	4	-15
CC(C(=O)NCc1ccccc1)N1C(=O)C2CC=C(Cl)CC2C1=O (stereo unspecified)	0	11	3	-12	x	11	1	5	-9
COC(=O)CN(c1ccccc1)S(=O)(=O)c1ccc(F)cc1	-2	1	4	1	1	-1	x	-15	-14
O=c1c2ccccc2nc(-c2ccco2)n1/N=C/c1ccco1	4	4	1	-8	1.2	-1	1	0	-8
COc1ccc2[nH]c(=O)c(COC(=O)c3ccco3)cc2c1	5	10	-6	-3	x	30	1.1	-10	-6
CC1CN(c2ncnc3c2oc2ccccc23)CC(C)O1 (stereo unspecified)	2	31	-10	-6	1.2	11	1	-15	3
O=C(CN1CCN(Cc2ccccc2F)C1=O)NCc1cccnc1	0	6	11	-3	1.1	-5	1	16	-10
O=C(CN1CCCC1)Nc1ccc(-c2nc3cc(NC(=O)CN4CCCC4)ccc3o2)cc1	2	-1	-11	0	1.3	6	1.7	-7	-9
COc1ccc(CCNC(=O)c2ccc(CS(=O)(=O)c3ccc(C)cc3)o2)cc1OC	-3	6	7	-4	0.9	4	1.2	9	-15
COc1ccc(-c2cc(C)nc(SCC(=O)c3cccc([N+](=O)[O-])c3)n2)cc1	1	-3	4	-5	x	-3	1	-5	0
CC(C)CC(NC(=O)C1CCC(C)CC1)C(=O)NCc1cccnc1 (stereo unspecified)	3	-5	5	-7	1.1	-3	1	-12	-7
CNC(=O)CSc1nnc(-c2ccco2)n1-c1ccc(C)cc1	-1	4	4	-5	1	7	x	9	-15
COc1ccc(O)c(-c2[nH]ncc2C(=O)c2ccccc2C)c1	-3	0	1	-13	1.1	32	x	20	34
CCN(CC)CCCN1C(=O)C(O)=C(C(=O)c2cccs2)C1c1ccccn1 (stereo unspecified)	-2	11	1	-1	1.3	2	x	0	-9
O=[N+]([O-])c1ccc(O)c(/C=N/Nc2ccc(Cl)nn2)c1	7	12	3	-6	x	-48	1.1	18	0
CCOC(=O)c1nc(N)c(=O)n(-c2ccc(C)cc2)n1	-2	7	7	-7	1.1	1	x	-23	-13
COc1ccccc1NS(=O)(=O)c1cccs1	0	10	-1	-1	1.1	-11	1	1	-14
CCOc1cc(/C=N/n2cnnc2)ccc1OCC(=O)Nc1ccccc1OC	-5	5	-4	-4	1	-12	1	-21	4
CC(=O)c1ccccc1OCC(O)CN1CCN(C(c2ccccc2)c2ccccc2)CC1 (stereo unspecified)	-2	2	-4	-2	0.9	6	1.9	4	-7
O=C(CN(C(=O)CCC(=O)Nc1nccs1)c1ccc(F)cc1)NCc1ccco1	-2	3	6	-3	1.1	-2	1.1	11	-2
Cc1cccc(Cl)c1OCCCCn1ccnc1	1	1	0	-5	1	2	1	7	16
O=C(CSc1nnc(Cc2cc(=O)[nH]c(=O)[nH]2)n1-c1ccc(Cl)cc1)NCC1CCCO1 (stereo unspecified)	3	10	4	-6	1.1	5	0.9	25	-15
O=C(NCCCN1CCCCC1)C1CCC(=O)N1CCc1ccccc1 (stereo unspecified)	-1	7	1	-5	1.1	-4	1.2	10	-11
CCOc1cc(C(c2c(C)[nH][nH]c2=O)c2c(C)[nH][nH]c2=O)ccc1OCc1ccc([N+](=O)[O-])cc1	-1	8	2	-7	1.1	-5	2.7*	14	6
Cc1ccc(S(=O)(=O)/C(C#N)=C/c2c(N3CCN(C)CC3)nc3c(C)cccn3c2=O)cc1	2	29	4	-5	1.2	-14	1.4	15	-8
C=CCNC(=O)c1onc(CSc2cc(C)cc(C)c2)c1C(=O)O	0	2	8	-5	x	-17	1	-1	-9
CN(C)C(CNC(=O)CCCOc1ccccc1)c1ccco1 (stereo unspecified)	-3	5	8	-4	x	-20	2*	6	-7
CCN(CC)CCOc1ccc2c(c1)C(=NO)c1cc(OCCN(CC)CC)ccc1-2	4	-2	-13	-6	1.1	5	1.3	-11	-6
CCCc1ncc(C(O)c2cccc3ccccc23)n1C (stereo unspecified)	-2	4	5	-6	1.1	-15	0.9	-1	-8
COC(=O)c1sccc1NC(=S)N1CCCC(C)C1 (stereo unspecified)	-3	8	10	-7	x	-3	0.8	-4	-3
CCOC(=O)COc1ccc(C)cc1-c1ccno1	3	6	5	-7	x	20	0.8	-4	-13
Cc1ccc(C)c(N2CCN(C(=O)CN(C)S(=O)(=O)c3cnc[nH]3)CC2)c1	2	2	2	-1	1.1	-16	1.5	21	-4
O=S(=O)(Nc1ccncc1Cl)c1ccccc1	-6	6	-2	-3	1	-23	1	-8	-10
COc1ccc(OC)c(/C(O)=C/C(=O)C(=O)Nc2cc(C)cc(C)c2)c1	-2	8	-2	-4	1.1	12	1.9	-5	-10
COc1ccc(NC(=O)Cn2c(-c3ccccc3)cn(-c3ccc(C)cc3)c2=O)cc1	0	1	-5	-2	x	-29	1	3	6
COc1ccc(-c2c(C)n([O-])c3c([n+]2=O)CCCC3)cc1	3	8	5	-9	1	-8	0.9	11	-4
O=C(c1ccco1)N1CCN=C1SCc1ccccc1Cl	-1	10	4	-3	1	-11	0.6	10	-7
CC(C)NS(=O)(=O)c1ccc(NC(=O)C2CC3C=CC2C3)cc1 (stereo unspecified)	-1	0	-4	-4	x	-17	0.8	1	-9
COCc1nnc(NC(=O)CCN2C(=O)c3ccccc3C2=O)s1	1	8	5	-11	1.1	-10	0.9	-6	3
O=C(c1oc2ccccc2c1CSCc1ccccc1)N1CCN(c2ncccn2)CC1	-1	1	-2	-1	1.1	1	1	0	-8
Nc1ccccc1C(=O)NCc1ccccc1	-1	5	0	-6	1.1	-15	0.9	-4	-12
O=c1cc(N2CCCCC2)c(-c2ccccc2)nn1Cc1ccc(Cl)cc1Cl	7	7	7	-3	x	-8	1.4	15	-8
CC1=CC(=NOC(=O)c2cccc([N+](=O)[O-])c2)C=C(C)C1=O	-1	4	-2	-8	1.1	-16	0.9	-6	3
CCOC(=O)CSc1nc2ccccc2c(=O)n1CC	0	7	2	-4	1	11	0.8	-31	-7
Following part:
SMILES	FAK inh	Rev-RRE block	EphB4 ephrin blk	S1P2 ag	MT1-MMP txn act	Plk1 PBD FP	PLAP act	S1P2 blocker	PLK1 kinase inh
N#Cc1c(NC(=O)CSc2nnnn2C2CCCC2)sc2c1CCCC2	2	7	3	-2	1.3	9	1	-11	-8
COC(=O)C(C)Sc1nnc(Cc2cc(=O)[nH]c(=O)[nH]2)n1-c1cccc(OC)c1 (stereo unspecified)	-3	2	3	-4	1.1	-1	1.2	-3	-6
O=C(Cn1cccc1C(=O)c1ccccc1)NCc1ccccn1	-2	2	-7	-7	1.1	-39	0.9	-31	-13
Cc1c(C)c2c(C)nn(-c3ccccc3)c2[nH]c1=O	-2	3	-2	-6	x	-27	1.1	11	-9
O=C(Oc1ccccc1)c1ccccc1OS(=O)(=O)c1ccccc1	-1	5	-4	-4	x	-13	0.6	-14	-5
Cc1ccccc1-c1nc(CS(=O)CC(=O)NCCN2CCN(Cc3ccccc3)CC2)c(C)o1 (stereo unspecified)	-1	4	-3	-4	1	-7	1.2	16	-3
Cc1ccc(C(C(=O)NCc2ccco2)N(C(=O)CNC(=O)c2cccs2)c2c(C)cc(C)cc2C)cc1 (stereo unspecified)	-10	3	3	-5	x	-32	0.8	15	-5
CCOC(=O)CSc1nnc(CCc2nc3ccccc3[nH]2)n1C	2	1	0	-1	1	-16	0.8	13	-2
O=C(N1CCCCC1)N1CCN(C(=O)N(c2ccccc2)c2ccccc2)CC1	-2	3	0	4	1.2	-15	1.4	-3	-8
CN(CC(=O)O)S(=O)(=O)c1ccc(F)cc1	-4	6	-1	-5	1.2	20	x	-18	-7
CCC(=O)n1nc(-c2ccco2)nc1SCc1ccccc1	0	6	-6	1	1.3	-11	1.3	2	-7
COc1cc(NC(=O)C2CCCN(S(=O)(=O)c3cccc4nsnc34)C2)cc(OC)c1 (stereo unspecified)	5	8	0	-11	1.1	-22	1.1	16	-14
O=C(NCCCN1CCOCC1)c1ccc(CS(=O)(=O)Cc2ccccc2Cl)o1	-5	8	-3	-6	1.2	11	1.3	7	-4
CCN(CC)C(=O)CSc1nnc(CNc2ccc(F)cc2)o1	0	5	6	-6	1	-9	1	17	-12
CNc1cnn(-c2ccccc2)c(=O)c1Cl	2	4	-3	-5	x	10	0.9	11	-7
COc1ccc(Cn2nnnc2C(c2cc3ccc(OC)cc3[nH]c2=O)N2CCCCCC2)cc1 (stereo unspecified)	6	8	7	-2	1	-13	1.6	27	-4
COC(=O)C1=C(N)Oc2cc(C)[nH]c(=O)c2C1c1cc(OC)c(OC)c(OC)c1 (stereo unspecified)	-1	4	-3	-2	1.3	-2	1.1	-8	-12
Cc1ccc(-n2nc3c(=S)[nH]nc(C)c3c2C)cc1	-41	13	0	-6	x	-19	0.9	37	-9
